Bioassay records from PubChem.
TWEAK-Fn14 inh – inhibitors of TWEAK-Fn14 interaction signaling. inhibition, % at 10 µM. hit rate 2% among 360,000. AID 1159606. TWEAK-stimulated Fn14 reporter cells, luciferase luminescence, 8 h; in the data active = inhibition above about 50%
NR2F2 inh – blocks human COUP-TFII nuclear receptor. P24468. HEK293T NGFI-A luciferase reporter, luminescence. inhibition, % at 8.6 µM. hit rate 0.7% among 370,000;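 active = inhibition above a per-plate cutoff, mean inhibition of test wells between control levels plus 3 SD, cut at about 38% in these data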;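 note: cells cotransfected with COUP-TFII expression vector driving the NGFI-A reporter; 0% = median of COUP-TF2 test wells and 100% = reporter-only cells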
SRC3 inh – inhibitors of human steroid receptor coactivator 3 (SRC3) | HEK293 GAL4-SRC3 luciferase reporter, luminescence | inhibition, % at 3.6 µM | hit rate 0.17% among 360,000 | AID 588352;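 active = inhibition above a per-campaign cutoff, the mean of all compounds plus 3 SD, cut at about 60% in these data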;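 note: 0% = DMSO-treated cells and 100% = gossypol-treated cells at 36 µM; higher means less SRC3-driven luciferase light from the GAL4 reporter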
TLR9-MyD88 block – blocks human TLR9 binding to MyD88; Q9NR96+Q99836; CHO BLA complementation TLR9-MyD88, CCF4 FRET ratio; inhibition, % at 4.98 µM; hit rate 0.21% among 340,000;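 active = inhibition above the mean over all tested compounds plus 3 SD, cut at about 21% in these data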;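 note: 0% = DMSO only wells and 100% = clavulanate BLA inhibitor control wells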
ABHD5-PLIN5 inh – ABHD5-PLIN5 protein interaction inhibition; Q00G26+Q8WTS1; Split G. princeps luciferase complementation, luminescence, 4 h; inhibition, % at 4 µM; hit rate 0.78% among 360,000;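 active = inhibition above the mean inhibition across every tested compound plus 3 SD, cut at about 22% in these data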;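 note: 0% = DMSO only wells and the 100% control is not disclosed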
Target sequence (Q00G26 whole entry, looked up): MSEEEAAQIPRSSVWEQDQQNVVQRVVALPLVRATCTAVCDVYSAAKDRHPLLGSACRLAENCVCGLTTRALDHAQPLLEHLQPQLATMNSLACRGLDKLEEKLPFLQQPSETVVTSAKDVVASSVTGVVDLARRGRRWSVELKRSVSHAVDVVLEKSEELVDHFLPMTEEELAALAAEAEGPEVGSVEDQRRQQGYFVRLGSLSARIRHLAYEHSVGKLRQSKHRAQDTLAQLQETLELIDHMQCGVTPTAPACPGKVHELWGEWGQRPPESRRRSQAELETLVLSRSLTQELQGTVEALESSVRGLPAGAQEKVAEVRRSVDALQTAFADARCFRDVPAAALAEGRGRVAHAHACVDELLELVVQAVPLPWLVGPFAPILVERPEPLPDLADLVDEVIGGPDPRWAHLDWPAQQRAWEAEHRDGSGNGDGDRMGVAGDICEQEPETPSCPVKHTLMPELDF
Target sequence (Q8WTS1 whole entry, looked up): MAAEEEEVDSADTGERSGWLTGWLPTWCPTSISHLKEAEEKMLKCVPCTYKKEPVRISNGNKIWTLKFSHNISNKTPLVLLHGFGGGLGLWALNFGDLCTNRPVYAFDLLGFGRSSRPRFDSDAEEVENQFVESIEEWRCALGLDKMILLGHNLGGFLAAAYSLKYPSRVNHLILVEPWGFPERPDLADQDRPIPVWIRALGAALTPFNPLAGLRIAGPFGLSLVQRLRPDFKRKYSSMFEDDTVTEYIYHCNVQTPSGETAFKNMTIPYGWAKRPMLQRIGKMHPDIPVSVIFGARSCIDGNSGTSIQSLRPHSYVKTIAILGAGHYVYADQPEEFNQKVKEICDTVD
NCOA1 inh – human NCOA1 inhibition; Q15788; HEK293 GAL4-SRC1 luciferase reporter, luminescence; inhibition, % at 3.6 µM; hit rate 0.12% among 360,000; AID 588354;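 active = inhibition above the campaign mean plus 3 SD, with each screening campaign given its own cutoff, cut at about 60% in these data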;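 note: 0% = DMSO treated cells and 100% = gossypol at 36 µM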
TROY signal inh – TROY signaling inhibition; Q293 LMP1-TROYcd NF-kB luciferase reporter, 4 h; inhibition, % at 10 µM; hit rate 0.98% among 360,000; AID 1347056;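 active = compounds whose plate-normalised and pattern-corrected inhibition of the luciferase reporter signal at the single screening dose is 50% or more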
NOD2-RIPK2 inh – inhibitors of human NOD2-RIPK2 interaction; CHO BLA complementation NOD2-RIPK2, CCF4 ratio; inhibition, % at 4.98 µM; hit rate 0.38% among 360,000; AID 624267; in the data active = inhibition above about 21%;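 note: 0% = vehicle only and 100% = reference blocker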
Granule exo inh – blocks lytic granule exocytosis; hit rate 0.66% among 360,000; TALL-104 LAMP-1 surface exposure, flow cytometry; cells stimulated with thapsigargin and PMA; inhibition, % at 10 µM;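 active = inhibition above about 55%, limit read from the data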
SRC2 inh – inhibits human steroid receptor coactivator 2 | inhibition, % at 9 µM | Q15596 | HEK293 GAL4-SRC2 luciferase reporter, luminescence | hit rate 0.17% among 370,000 | AID 651957;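 active = inhibition above the mean inhibition of all tested compounds plus 3 SD, set per campaign, cut at about 52% in these data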;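 note: 0% = DMSO treated cells and 100% = cells given Gossypol at 36 µM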
LRH-1 inv ag – NR5A2 inverse agonism in reporter assay; O00482; HEK293T StAR-luciferase reporter, LRH-1 transfected, 24 h; inhibition, % at 3.6 µM; hit rate 0.13% among 360,000;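 active = inhibition above the mean inhibition of all tested compounds plus 3 SD, cut at about 73% in these data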;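 note: 0% = DMSO wells and 100% = reporter-only cells lacking LRH-1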
* = called active by the depositor; / = not tested or not shown. Not all compounds are listed; the hit share may differ from the screen's.

SMILES	TWEAK-Fn14 inh	NR2F2 inh	SRC3 inh	TLR9-MyD88 block	ABHD5-PLIN5 inh	NCOA1 inh	TROY signal inh	NOD2-RIPK2 inh	Granule exo inh	SRC2 inh	LRH-1 inv ag
CSc1ccc(S(=O)(=O)NCC(=O)OCC(=O)N2CCC(C)CC2)cc1[N+](=O)[O-]	0	-1	14	6	-13	-1	14	9	-3	-1	3
CCOC(=O)CC(=O)CSc1ncnc2c1cnn2-c1ccccc1	-11	-36	-56	-8	-13	-83	-68	-10	-7	-33	-119
CCc1nc(NCC2CCCO2)c2oc3ccccc3c2n1 (stereo not given)	87*	-3	9	-4	1	-8	/	-3	-1	-4	-9
O=C(Nc1ccccc1F)NC1CC1	-10	10	7	-7	-2	-23	-41	0	-3	-31	-36
c1ccc(CNc2ncnc3sccc23)cc1	25	36	24	-10	-2	15	7	1	10	26	18
NC(N)=NC(N)=Nc1ccc(SC(F)(F)F)cc1	8	4	22	-2	4	-5	7	-8	1	27	22
CC1CCN(C(=O)c2cccc(NC(=O)c3cccs3)c2)CC1	15	12	2	-10	-2	-8	-10	-6	1	8	-8
CCOC(=O)C1=C(C)N(C)C(=O)NC1c1c(O)ccc2ccccc12 (stereo not given)	12	-3	-7	3	6	-30	-16	-3	-9	3	2
Cc1ccc(NC(=O)C2CCCN(C(=O)c3ccc(Cl)cc3)C2)cc1S(=O)(=O)N1CCOCC1 (stereo not given)	21	38*	10	14	-7	12	22	-1	6	-12	15
C=Cc1ccc(Cn2nc(-c3ccccc3)ccc2=O)cc1	3	0	-6	-1	4	11	-1	4	-9	11	-14
O=C(NCc1ccccc1)C(c1cccnc1)N(C(=O)c1ccccn1)c1ccc(F)cc1 (stereo not given)	13	2	17	-1	1	5	-11	-10	-4	0	10
O=C(NCc1ccccc1)NC1(C(=O)Nc2ccc3c(c2)OCCO3)CCCCC1	42	7	8	1	3	-59	15	-7	-2	4	-4

Structures listed above shown as hits in NR2F2 inh:
molecule | TWEAK-Fn14 inh | NR2F2 inh | SRC3 inh | TLR9-MyD88 block | ABHD5-PLIN5 inh | NCOA1 inh | NOD2-RIPK2 inh | Granule exo inh | SRC2 inh | LRH-1 inv ag
Cc1ccc(NC(=O)C2CCCN(C(=O)c3ccc(Cl)cc3)C2)cc1S(=O)(=O)N1CCOCC1 (stereo not given) | 21 | 38* | 10 | 14 | -7 | 12 | -1 | 6 | -12 | 15

Continuation.
SMILES	TWEAK-Fn14 inh	NR2F2 inh	SRC3 inh	TLR9-MyD88 block	ABHD5-PLIN5 inh	NCOA1 inh	TROY signal inh	NOD2-RIPK2 inh	Granule exo inh	SRC2 inh	LRH-1 inv ag
Cc1ccc(S(=O)(=O)N2CCN(S(=O)(=O)c3ccc4c(c3)OCCO4)CC2)cc1	-2	-2	16	1	2	-6	4	-5	2	-13	-3
CCCOc1ccc(C(=O)NNC(=S)NC(=O)c2cccs2)cc1	-44	4	22	1	-6	-1	-63	5	0	-6	8
CCOc1ccc(-c2nnc(-c3ccccc3)n2-c2ccccc2)cc1	10	-20	-24	-7	6	-31	-59	2	-2	-35	-13
O=C(NCc1ccc(Cl)cc1)C1CC(O)CN1S(=O)(=O)c1ccc(Cl)cc1 (stereo not given)	30	21	0	-9	-6	-28	7	0	-16	1	-4
C=CCOCC(O)Cn1c(N2CCCC2)nc2c1c(=O)[nH]c(=O)n2C (stereo not given)	-4	5	23	-1	10	-2	-3	-4	-2	7	2
CC1(C(=O)Nc2ccc3c(c2)OCO3)CC1(Cl)Cl (stereo not given)	-11	-4	-3	-1	-2	0	-20	-1	0	-1	9
O=C(COC(=O)c1cnc(Cl)c(Cl)c1)Nc1ccc(S(=O)(=O)N2CCCC2)cc1	18	-26	2	-5	-9	-1	4	-15	4	-10	0
COc1ccc(Br)cc1/C=C/C(=O)c1ccc(NC(C)=O)cc1	84*	-13	71*	5	27*	33	42	0	0	61*	48
Cc1cc(=O)n(C)c2ccc(S(=O)(=O)N3CCOCC3)cc12	6	0	-10	3	-1	5	17	4	2	-12	12
CSC(=NCc1ccco1)NC#N	-22	-2	2	-4	-1	5	-6	-8	-2	-4	-6
CC(=O)Nc1ccc(S(=O)(=O)N2CCn3cccc3C2C)cc1 (stereo not given)	7	-4	28	-4	10	-1	21	8	0	23	4
O=C1NC2(CCCCCC2)C(=O)N1Cc1ccccc1Cl	8	16	11	-6	-14	2	7	2	-7	-2	-13
COc1ccccc1N1CCN(C(=O)c2cc(=O)c3ccc(C)cc3o2)CC1	15	1	9	0	3	-7	-1	-2	-5	14	-5
COC(=O)c1c(NC(=O)CN2CCN(c3ncccn3)CC2)sc(C(N)=O)c1C	-8	7	21	3	4	-6	-7	-3	5	-25	33
CCc1cc(S(=O)(=O)N2CCN(C(=O)c3ccco3)CC2)ccc1OC	2	21	12	-1	-1	0	-16	-4	-6	4	7
O=C(CN1C(=O)NC(c2ccccc2)(c2ccccc2)C1=O)NC1CCCC1	6	-12	-6	11	-2	-22	2	4	-11	-6	3
COC(=O)CC(NC(=O)CN1CCN(c2ccc(F)cc2)CC1)c1cccc(F)c1 (stereo not given)	-3	-4	0	4	-3	-4	-9	-16	1	-26	10
CC(C)c1ccc(NC(=S)NC2CCCCCC2)cc1	-29	-54	-44	2	-6	-44	-41	-2	0	-72	-40
c1ccc(CNc2ncnc3c2oc2ccccc23)nc1	-46	0	-48	-6	2	-101	-35	-1	-1	-69	-44
O=c1[nH]c(C2C3CC4CC(C3)CC2C4)nc2ccccc12 (stereo not given)	17	-4	3	0	1	-3	3	0	-3	23	-2
O=C(Nc1ccc(-c2nnc(-c3ccccc3)o2)cc1)C(F)(F)F	20	-29	-67	-11	-2	-49	-57	-5	-4	-41	-89
C=C(C)COc1ccc(-c2nc(N)nc(C)c2-c2ccc(OC)cc2)c(O)c1	-8	3	10	7	-7	-17	-14	-8	-2	-4	0
COc1cccc2cc(C(=O)n3ccc(C)n3)c(=O)oc12	-10	3	17	0	2	4	11	-6	-6	7	1
CCCCN(C(=O)c1ccc(S(=O)(=O)N(C)c2ccccc2)cc1)c1c(N)n(CCC)c(=O)[nH]c1=O	7	5	7	1	-10	7	2	3	6	18	-1
COc1ccc(C(CNC(=O)c2ccc(N3CCCC3=O)cc2)N2CCCC2)cc1 (stereo not given)	10	-4	8	-1	2	-7	-11	-3	1	5	-26
CC(=O)N[C@@H](Cc1c[nH]c2ccccc12)C(=O)NCCc1ccc(S(N)(=O)=O)cc1	15	-6	-3	-7	-4	-1	14	5	10	8	18
CCOc1ccc2c(c1)c1nc3ccccc3nc1n2C	-1	-4	-43	-10	2	-8	-141	2	8	-41	18
Cc1ccc(NC(=O)COC(=O)CCc2c[nH]c3ccccc23)cc1	4	4	13	-6	2	-4	-13	-2	2	-6	10
CC(C)COC(=O)C1C2C=CC3(CN(C4CCCC4)C(=O)C13)O2 (stereo not given)	7	-7	-6	-13	1	6	9	-12	-1	7	0
S=c1[nH]c(-c2ccc(Cl)cc2)cs1	30	-6	-24	3	-13	-23	-7	-12	3	-13	-17
CS(=O)(=O)c1ccc(NCC2CCCO2)c([N+](=O)[O-])c1 (stereo not given)	2	-9	3	8	7	-9	11	-5	-6	-14	4
Nc1ccc(-c2nc3ccc(N)cc3o2)cc1	22	-58	-75	-1	8	-53	-24	6	63*	-34	-51
COc1ccc(CCN(Cc2ccccn2)C(=S)Nc2ccccc2C)cc1OC	-3	11	8	-4	4	8	6	-5	0	-17	-11
Cc1[nH]n(-c2cccc3ccccc23)c(=O)c1/C=N/NC(=O)c1cccc([N+](=O)[O-])c1	22	16	10	19	-2	0	18	14	4	-14	-3
CCN1CCCC1CNC(=O)c1cc2c(OC)c(OC)c(OC)cc2[nH]1 (stereo not given)	2	5	3	-3	6	6	-8	-3	-1	-30	-36
CC(C)CN1CCN(Cc2cnc(N3CCOCC3)s2)CC1CCO (stereo not given)	11	16	4	8	3	-10	12	-4	-2	13	-16
O=C(NCc1ccncc1)c1cc(C(=O)C2CCCCC2)c[nH]1	3	-14	16	-5	-2	15	8	-16	1	-5	2
CCOCCCNC(=O)CN1N=C(c2ccc(C)cc2)CCC1=O	13	0	0	0	-5	-22	-22	5	0	10	8
COc1ccc(OC)c(NC(=O)CSc2nnc(N)s2)c1	6	9	10	-3	-5	-9	-7	5	1	-39	0
O=C(NCCCN1CCOCC1)c1c(F)cccc1F	-1	1	6	2	5	-11	8	-1	2	-4	0
CCO[C@H]1OC(C(=O)Nc2ccccc2)=C[C@@H](c2ccc(Br)cc2)[C@@H]1CCCO	-4	-3	11	1	0	-14	0	-9	9	11	4
COC(=O)c1sccc1NC(=O)Nc1cc(C)ccc1C	4	-5	-6	5	7	-1	11	-8	3	-2	2
CCc1ccccc1NC(=O)CN(C)C(=O)CSc1nc2cc(Cl)ccc2s1	18	4	3	-22	2	-5	8	10	2	-16	2
Cn1c(N)c(C(=O)Nc2ccc3ccccc3c2)sc1=S	-21	-56	-76	-9	0	-112	-35	9	1	-71	-88
N#Cc1nc(Nc2cc(F)cc(F)c2)c2ncn(CC(F)F)c2n1	13	0	-61	6	-1	-51	-44	-2	-2	-3	-40
O=C(Nc1cc(N2CCCCC2)ncn1)c1ccccc1	-26	-34	-35	-4	-2	-37	-22	8	-1	-40	-47
COc1ccc(Br)cc1S(=O)(=O)N1CCCc2ccccc21	1	-8	-26	-2	-8	12	14	11	16	1	6
O=CNc1cc(-c2ccoc2)cn2c(-c3ccc(F)cc3)cnc12	7	-14	-17	/	13	3	3	0	2	-14	8
COc1ccc(N2CC(C(=O)NCCc3ccc(OC)c(OC)c3)CC2=O)cc1 (stereo not given)	5	-3	2	-4	-9	-7	4	0	0	18	1
CCn1c(C)c(C)c2cc(C(=O)N3CCN(c4cccc(C)c4C)CC3)ccc21	-21	14	-14	-7	-5	-6	8	0	-2	13	-12
Cc1ccc2nsnc2c1S(=O)(=O)N(Cc1cc2cccc(C)c2[nH]c1=O)CC1CCCO1 (stereo not given)	17	5	6	8	-1	-15	16	4	4	1	19
CC(C)Cc1nnc(NC(=O)c2ccc(S(=O)(=O)N3CCCC3)cc2)s1	-11	-15	1	-6	-7	-16	-1	0	22	-17	-16
Cc1cc(Br)ccc1OCC(=O)NNC(=O)C(=O)Nc1ccccc1	-12	-3	-25	5	5	1	-14	-8	-1	-24	-16
Cc1ccc(SC[C@H](c2ccccc2)N2CCN(C)CCC2=O)cc1	2	-20	-37	-1	5	-66	17	0	2	-24	-15
CCCCOc1ccc(OCCSc2nc3ccccc3n2CC(=O)O)cc1	-15	9	8	6	-3	-6	32	9	-3	18	2
COc1ccc(NC(C)=O)cc1S(=O)(=O)N1CCn2cccc2C1C (stereo not given)	12	14	12	-9	10	7	-6	-8	6	9	-10
CCOc1cc(CNc2ccc(N3CCOCC3)cc2)cc(Br)c1OCC	18	6	18	11	-11	4	24	-3	4	16	5
